mIAP block = inhibitors of mouse IAP, primary screen, biochemical, luminescence, uHTS. purified mouse IAP, CDP-Star luminescence, 30 min. inhibition, % at 10 µM. hit rate 0.2% among 330,000. AID 2806, 2010;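 active = inhibition of at least 40% at 10 µM in the primary screen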;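 note: plate controls were DMSO with enzyme for no effect and no enzyme wells for full effect; values of inactives mirror those of a sister screen read the other way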
NALP3 yeast inh = NALP3 inflammasome inhibitors in reconstituted yeast, primary screen, luminescence, uHTS | Yeast reconstituted NLRP3/ASC/caspase-1, beta-gal luminescence, 24 h | inhibition, % at 10 µM | hit rate 0.39% among 330,000 | AID 2825, 2010;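 active = inhibition of 50% or more; inactive = inhibition below 50%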;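 note: plate controls were induced DMSO wells for no effect and uninduced yeast grown without galactose for full effect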
tim10-1 inh = growth inhibitors of tim10-1 mutant yeast, primary screen, luminescence, uHTS. S. cerevisiae tim10-1 ts strain growth, BacTiter-Glo, 24 h. inhibition, % at 20 µM. hit rate 2.2% among 330,000;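 active = inhibition of at least 40%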;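 note: mutant grown at 25 °C; 0% = DMSO wells with yeast and 100% = wells holding no yeast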
mIAP act = activators of mouse IAP, primary screen, biochemical, luminescence, uHTS. hit rate 0.24% among 330,000. activation factor at 10 µM. intestinal alkaline phosphatase [Mus musculus]. muIAP, CDP-Star luminescence, 30 min; active compounds read high; 1 = vehicle-only enzyme signal, 0 = enzyme-free wells;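 active = activation factor of at least 2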; note: the source names both 10 and 20 µM as test concentration; values of inactives mirror those of a sister screen read the other way
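also added = chemiluminescent substrate CDP-Star | test system = mouse IAP enzyme | signal = chemiluminescence readout | compound = DMSO-dissolved test compounds | incubation = 30 min at room temperature | benchmarks = DMSO wells, no-enzyme wells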
Apaf-1 inh = inhibitors of human Apaf-1 apoptosome, primary screen, biochemical, DEVD-Rh110 fluorescence, uHTS. Apoptotic protease-activating factor 1 (Homo sapiens), O14727. reconstituted apoptosome caspase-3 activity. inhibition, % at 20 µM. hit rate 0.71% among 330,000. AID 489030, 2010; active = inhibition of at least 40% at 20 µM;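 note: plate controls were DMSO wells for no effect and DEVD-CHO caspase inhibitor wells for full effect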
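System: Apoptosome proteins | Medium: Hepes pH 7.5 with detergent and BSA | Also added: Cytochrome c trigger plus (Z-DEVD)2-Rh110 caspase-3 substrate | Incubation: 30 min compound preincubation, 50 min activation, room temperature | Detection: Rhodamine 110 fluorescence at Ex 480/Em 540 nm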
ATG4B inh = ATG4B protease inhibitors, primary screen, biochemical, fluorescence, uHTS; inhibition, % at 8.33 µM; Cysteine protease ATG4B (Homo sapiens), Q9Y4P1; hit rate 0.51% among 340,000; ATG4B cleavage of LC3-PLA2, NBD-HPC fluorescence, 1 h; AID 504462, 2011; in the data active = inhibition above about 40%
Target sequence (Q9Y4P1 whole entry, looked up): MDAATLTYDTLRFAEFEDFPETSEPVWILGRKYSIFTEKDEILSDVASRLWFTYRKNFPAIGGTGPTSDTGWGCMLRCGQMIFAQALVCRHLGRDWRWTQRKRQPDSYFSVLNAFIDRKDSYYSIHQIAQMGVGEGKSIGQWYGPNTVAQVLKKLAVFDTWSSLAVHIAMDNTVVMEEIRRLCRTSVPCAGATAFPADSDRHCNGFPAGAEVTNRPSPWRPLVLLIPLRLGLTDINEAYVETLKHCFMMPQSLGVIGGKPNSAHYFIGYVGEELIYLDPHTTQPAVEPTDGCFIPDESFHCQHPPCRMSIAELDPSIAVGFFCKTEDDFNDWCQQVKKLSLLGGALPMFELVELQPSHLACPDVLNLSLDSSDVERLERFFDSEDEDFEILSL
hIAP activ = human IAP activators, primary screen, biochemical, luminescence, uHTS; hit rate 0.16% among 330,000; Intestinal-type alkaline phosphatase (Homo sapiens), P09923; activation factor at 10 µM; purified human IAP, CDP-Star luminescence, 30 min; active compounds read high; 1 = vehicle-only enzyme, 0 = enzyme-free background; AID 2524, 2010;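 active = activation factor of the enzyme at least 2-fold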; note: the source names both 10 and 20 µM as test concentration; values of inactives mirror those of a sister screen read the other way
Target sequence (P09923 whole entry, looked up): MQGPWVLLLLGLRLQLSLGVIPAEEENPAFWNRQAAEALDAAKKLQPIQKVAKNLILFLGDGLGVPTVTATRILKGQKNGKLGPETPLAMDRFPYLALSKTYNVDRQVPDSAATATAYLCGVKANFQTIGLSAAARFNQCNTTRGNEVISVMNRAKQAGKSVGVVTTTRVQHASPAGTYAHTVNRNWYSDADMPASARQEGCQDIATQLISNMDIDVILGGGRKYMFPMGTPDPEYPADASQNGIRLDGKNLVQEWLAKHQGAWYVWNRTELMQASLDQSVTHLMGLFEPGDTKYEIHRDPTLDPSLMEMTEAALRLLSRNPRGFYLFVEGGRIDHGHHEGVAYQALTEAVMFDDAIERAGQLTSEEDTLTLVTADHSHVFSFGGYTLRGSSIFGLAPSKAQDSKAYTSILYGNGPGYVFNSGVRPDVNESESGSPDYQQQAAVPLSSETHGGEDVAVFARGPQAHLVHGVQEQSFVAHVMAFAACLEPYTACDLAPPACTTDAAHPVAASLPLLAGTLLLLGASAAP
TIM10 inh = growth inhibitors of isogenic TIM10 control yeast, primary screen, counter-screen for tim10-1 yeast inhibitor project, luminescence, uHTS | inhibition, % at 10 µM | AID 463195, 2010 | S. cerevisiae TIM10 strain growth, BacTiter-Glo luminescence, 24 h | hit rate 1.4% among 330,000;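 active = inhibition of 40% or more at the single tested concentration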;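 note: wild-type TIM10 isogenic control strain grown at permissive 25 °C; 0% = DMSO yeast wells and 100% = minimal medium wells without yeast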
hIAP block = human IAP inhibitors, primary screen, biochemical, luminescence, uHTS; Intestinal-type alkaline phosphatase (Homo sapiens), P09923; purified IAP, CDP-Star luminescence, 30 min; AID 2544, 2010; hit rate 0.12% among 330,000; inhibition, % at 10 µM;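 active = inhibition reaching a set limit with compound at 10 µM in the primary screen, cut at about 35% in these data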;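 note: plate controls were DMSO wells with enzyme for no effect and no-enzyme buffer wells for full effect; values of inactives mirror those of a sister screen read the other way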
Numbers without * were called inactive; x = not tested or not shown.

Start of the data: the first 2 compounds, to show the layout:
entry	SMILES	mIAP block	NALP3 yeast inh	tim10-1 inh	mIAP act	Apaf-1 inh	ATG4B inh	hIAP activ	TIM10 inh	hIAP block
1	C=CCNc1nc(N)c([N+](=O)[O-])c(Nc2cccc(Cl)c2)n1	12	19	22	0.88	9	3	0.96	16	4
2	COc1ccc(S(=O)(=O)N(C)CC(=O)NCc2ccccn2)cc1	-1	6	-13	1	1	-12	0.94	-24	6

Results, from the start:
entry	SMILES	mIAP block	NALP3 yeast inh	tim10-1 inh	mIAP act	Apaf-1 inh	ATG4B inh	hIAP activ	TIM10 inh	hIAP block
1	C=CCNc1nc(N)c([N+](=O)[O-])c(Nc2cccc(Cl)c2)n1	12	19	22	0.88	9	3	0.96	16	4
2	COc1ccc(S(=O)(=O)N(C)CC(=O)NCc2ccccn2)cc1	-1	6	-13	1	1	-12	0.94	-24	6
3	COCCOc1ccc(C(F)(F)F)cc1NC(=O)c1ccc(C(F)(F)F)cc1	10	4	19	0.9	9	1	0.83	8	17
4	COc1cc([N+](=O)[O-])ccc1NC(=S)NNC(=O)c1ccc2c(c1)OCO2	30	33	3	0.7	4	4	1.5	17	-52
5	CCOC(=O)CN1C(=O)C(O)(CC(=O)c2ccco2)c2ccccc21 (stereo not given)	2	8	-10	0.98	-8	-4	1.1	-1	-7
6	COc1ccc(-c2c(-c3ccc(O)cc3O)n[nH]c2C(F)(F)F)cc1	13	4	19	0.87	-5	-9	1.5	0	-52
7	CCOc1ccc(NC(=O)/C=C/c2ccc(OC)cc2)c([N+](=O)[O-])c1	-3	16	5	1	5	-1	0.99	-8	1
8	O=C(CCNC(=O)c1ccco1)NCCc1ccc(Cl)cc1	-2	20	-4	1	2	0	0.96	8	4
9	O=C(NCc1cccnc1)C(=O)N/N=C/c1ccc([N+](=O)[O-])cc1	-8	8	-15	1.1	-2	0	1.2	-6	-17
10	COCCNC(=O)CN1CCC(n2c(C)nc3cc(C(F)(F)F)ccc32)CC1	-2	4	9	1	3	-2	0.98	-6	2
11	CCOc1ccc(-n2c(SCC(=O)Nc3ccc(Br)cc3)nc3n[nH]c(C)c3c2=N)cc1	-3	-2	4	1	-6	1	0.89	0	11
12	Cc1ccc(S(=O)(=O)CCC(=O)OCc2ccc(S(=O)(=O)C(C)C)cc2)cc1	3	4	8	0.97	-4	-4	0.98	14	2
13	S=C(Nc1ccccc1)N1CCC(C2CCN(C(=S)Nc3ccccc3)CC2)CC1	0	-6	-9	1	-2	-9	0.94	4	6
14	COc1ccc(S(=O)(=O)NNC(=O)c2ccc(-n3c(C)ccc3C)cc2)cc1	5	-7	-4	0.95	1	-11	0.96	-4	4
15	CC1=C(C(=O)OC2CCCC2)C(c2coc3ccccc3c2=O)C2=C(CCCC2=O)N1 (stereo not given)	0	14	19	1	1	-4	0.96	9	4
16	CC1=NN(C(=O)c2ccccc2Cl)C(O)(c2cccnc2)C1 (stereo not given)	12	16	6	0.88	-11	-1	1.1	12	-7
17	CC(=O)c1cc2c(cc1NC(=O)c1ccccc1C)OCO2	-4	28	7	1	-2	x	0.95	-1	5
18	O=S(=O)(NCC(c1cccnc1)N1CCN(c2ccccc2)CC1)c1cc(F)ccc1F (stereo not given)	-4	-1	2	1	-13	-2	1.1	21	-13
19	O=C(NC(=S)NNC(=O)c1cnccn1)c1ccc(Cl)cc1	25	13	-17	0.75	-20	-1	0.96	-29	4
20	C=CCNC(=O)C1CCN(c2nc(C)cc(-c3ccccc3)n2)CC1	7	23	8	0.93	-16	6	0.86	3	14
21	CO[C@@H]1O[C@@H]2COC(c3ccccc3)O[C@@H]2[C@@H](OC)[C@@H]1O (stereo not given in full)	-6	-10	8	1.1	8	-8	0.98	6	2
22	O=C(NCCc1ccccc1)C(=O)NCC1OCCN1S(=O)(=O)c1cc(F)ccc1F (stereo not given)	2	5	7	0.98	7	-3	0.89	-5	11
23	Cc1ccc(-c2nnc(SCC(=O)N/N=C/c3ccc(C)s3)n2-c2ccc(C)cc2)cc1	7	-1	23	0.93	28	5	1.1	13	-9
24	CSc1ccccc1C(=O)Nc1cccc(C(C)=O)c1	-4	26	8	1	7	3	1	12	-2
25	COc1cccc(CN2CCNC(=O)C2CC(=O)NCCOc2cccnc2)c1OC (stereo not given)	0	23	17	0.99	0	5	1.1	0	-5
26	O=C(OCC(=O)N1CCCc2ccccc21)c1cc(Cl)ccc1O	0	15	9	1	12	-2	1.1	10	-12
27	Cc1cccc(C)c1NC(=O)N1CCCCCCC1	-4	14	-5	1	-3	-2	1	10	-4
28	COCCN(C(=O)CCC(=O)Nc1nccs1)C(C(=O)NC(C)(C)C)c1ccc(C)cc1 (stereo not given)	1	22	7	0.99	0	-8	0.92	-3	8
29	Cn1cnnc1SCc1ccc(C(=O)N=Nc2c(O)n(Cc3ccc(Cl)cc3)c3ccccc23)cc1	7	25	18	0.93	25	-29	1.1	16	-6
30	COc1cc(OC)cc(C(=O)Nc2cccc(NC(=O)c3cc(OC)cc(OC)c3)n2)c1	4	18	3	0.95	7	-6	1.1	-16	-7
31	CC1=C(C(=O)Nc2ccccn2)C(c2ccc(Br)cc2)n2ncnc2N1 (stereo not given)	10	-7	-1	0.9	4	-9	0.94	-6	6
32	Cc1ccc(-n2cccn2)c(CN2CCCC(CNC(=O)c3ccc(F)cc3)C2)c1 (stereo not given)	-8	11	-4	1.1	-5	-7	1.2	-5	-20
33	C/C=C\C(=O)Nc1cccc(C2=NOC3(C2)C[C@H](C(N)=O)N(C(=O)[C@H]2CCC(=O)N2)C3)c1 (stereo not given in full)	0	6	-6	1	2	-3	0.97	6	3
34	Cc1ccc2oc(-c3ccc(C)c(NC(=O)Cc4cccs4)c3)nc2c1	-11	3	21	1.1	14	0	0.92	4	8
35	Cc1ccc(C(=O)O)cc1NC(=O)CCc1ccccc1	10	2	-8	0.9	-3	-1	1	18	-2
36	COc1ccc(OC)c(NC(=O)CSc2nnc(-c3cnccn3)n2C)c1	0	0	-6	1	-3	-1	1.2	6	-20
37	CC(C)(C)NC(=O)COc1ccc(CNCc2cccs2)cc1	-18	9	-14	1.2	4	-9	1.1	-10	-14
38	CN(CC(=O)Nc1ccc(Cl)c(C(F)(F)F)c1)C(=O)c1ccc2c(c1)NC(=O)CS2	-3	17	-10	1	18	-15	0.86	-3	14
39	Cc1ccc(NC(=S)N(CCCN2CCOCC2)Cc2ccccn2)cc1	24	13	11	0.76	-2	-4	1.1	-3	-8
40	COC(=O)c1sc(NC(=S)NC(=O)c2ccc(F)cc2)nc1C	18	0	-14	0.82	2	x	0.98	-5	2
41	O=C(Nc1ccccc1)Nc1cccc2nsnc12	-3	25	-39	1	9	1	1.1	26	-6
42	Cc1ccc(C(=O)Nc2ccnc(-c3ccncc3)n2)cc1	-6	16	-1	1.1	-12	3	0.98	4	2
43	O=C(CSc1nc2ncc(Br)cc2[nH]1)c1cccc([N+](=O)[O-])c1	15	13	20	0.85	4	0	1	18	-2
44	COc1cc(C(=O)COC(=O)c2cc([N+](=O)[O-])ccc2N2CCOCC2)ccc1OC(F)F	4	22	5	0.96	7	0	1.3	-6	-26
45	CCCNC(=O)CS(=O)(=O)c1ccccc1	2	15	-17	0.98	-8	-4	0.86	-4	14
46	O=S(=O)(CCSc1nc2ccccc2o1)c1nc2ccccc2s1	-9	43	19	1.1	9	-3	0.98	-1	2
47	Cc1cc(C)nc(N/N=C/c2ccccc2OCc2ccc(Cl)cc2)n1	-1	19	15	1	15	2	0.9	30	10
48	COc1ccc(C2=C/C(=C/c3cccnc3)C(=O)O2)cc1OC	-3	8	27	1	-7	-13	0.88	23	12
49	CCOc1cccc(-c2nc(C(N)=O)c3[nH]c(=O)n(-c4cccc(Cl)c4)c3n2)c1O	20	-8	-5	0.8	-6	-7	4*	-5	-296
50	[O-]/[N+](=C\C=C\c1ccccc1)c1ccccc1	8	14	1	0.93	8	1	0.96	16	4
51	Cc1nnc(Oc2ccccc2F)c2ccccc12	-4	15	29	1	3	-11	0.93	-4	7
52	CCN(CC)C(=O)c1sc2nc(-c3ccc(OC)cc3)cn2c1C	-6	15	25	1.1	-10	1	1	-1	0
53	CCC(=O)NNc1nc2c(F)cc(F)cc2s1	3	7	-9	0.97	-6	0	1.6	-14	-55
54	O=C(O)/C=C/C(=O)c1ccc(O)cc1	6	20	-14	0.94	-83	-1	0.88	-3	12
55	CCc1ccc(S(=O)(=O)Nc2c(C)nn(C)c2C)cc1	4	7	10	0.96	-16	11	0.84	-6	16
56	Cc1ccc(S(=O)(=O)N2CCC(=O)N(C(COCc3ccc(Cl)cc3)Cc3ccccc3)CC2)cc1 (stereo not given)	1	22	20	0.99	17	2	0.76	8	24
57	CC(=O)c1ccc(NC(=O)C2CCCN2S(=O)(=O)c2ccc(C)cc2)cc1 (stereo not given)	1	11	-14	0.99	1	-2	1	-44	-3
